Screens (PubChem BioAssay)
IkB signaling = IkB pathway inhibition in ABC-DLBCL cells; Potency, µM (series often up to 57.1 µM), without a hit: at the top dose IkBa stabilization activation; ABC-DLBCL IkBa-CBG/CBR dual luciferase ratio, 4 h; response scale: scaled: untreated 0%, proteasome inhibitor 100%; 0.04% of 110,000 active; active = well fitted curve in the direction sought with a large enough effect in the signal ratio, not every such curve was filed as active; inconclusive = small, poorly fitted or top-dose-only effect, or a change in a side signal; the % refers to the signal ratio;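 note: the direction sought is a rising ratio; 0% = basal untreated cells and 100% = reference inhibitor full response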
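In this assay, an IκBα–CBG68 fusion accumulates when IKK-driven degradation is blocked; native CBR normalizes for cell number. OCI-Ly3 cells were treated 4 h with compound and doxycycline, then green and red light read after Chroma-Glo addition.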
Peg3 imprint = genomic imprint erasure induction. mouse ES Peg3-LacZ reporter, beta-gal luminescence, 40 h. Potency, µM (highest dose often 60.7 µM), for the others: top-dose activity change, positive = activation, hits mostly activators. 0.02% of 110,000 active. AID 1948;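 note: 0% = negative control wells on the plate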
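Readout: BetaGlo luminescence (5 min, room temp) for LacZ from the normally silent maternal Peg3 allele in female Peg3LacZ-Neo ES cells. Cells 300/well, 40 h, 37C, 5% CO2. Data normalized per plate to negative controls.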
p53ts 39C kill = kills p53ts cells at the nonpermissive temperature | H1299-p53A138V viability at 39C, ATP luminescence, 24 h | Potency, µM (top dose mostly 46.1 µM), for the others: top-dose activity change, negative = cell killing, most hits filed as cytotoxic | 1.5% of 130,000 active | AID 902; note: nearly all actives have a fitted effect of over 55% in size
p53ts 32C tox = kills p53ts cells at the permissive temperature | AID 924 | 0.93% of 130,000 active | H1299-p53A138V at 32C, ATP luminescence viability, 24 h | Potency, µM (highest dose often 46.1 µM), for inactives: at the top dose activity change, negative = cytotoxicity, most hits filed as cytotoxic;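 note: 0% = DMSO and -100% = full killing by reference compound; nearly all actives have a fitted effect of over 55% in size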
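Cells: H1299 p53ts (A138V), 600/well, pre-incubated 16–30 h at 37C. Cpd up to 46 uM, 24 h, 32C. Readout: ATPlite luminescence, 20 min RT. Normalization: DMSO vs tamoxifen 100 uM. AC50 by Hill equation.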
* marks the source's active call; other numbers are inactive results; ? = inconclusive; . = no result given; [ ] = another dose, or the depositor's remark. Unless noted, calls come from the whole dose curve; as a rule, active = well fitted curve in the direction sought with a large enough effect; inconclusive = small, poorly fitted or top-dose-only effect, or another doubt; inactive = no such curve, though single readings can be large; an effect the other way counts as inactive or inconclusive. Unless noted, % is set by controls: 0 for no effect and ±100 for the full control effect; potency is the fitted concentration of half-maximal effect.

SMILES	IkB signaling	Peg3 imprint	p53ts 39C kill	p53ts 32C tox
O=C(Nc1ccccc1)N(Cc1ccc(F)cc1)c1ccccn1	0.4%	-7%[10.9 µM]	-10%	-4%
COC(=O)C1=C(N)Oc2cc(C)n(C)c(=O)c2C1c1ccc(Cl)cc1 (centres undefined)	0.4%	-3%	-1%	-3%
CCn1c(CNC(=O)c2ccccc2)nnc1SCC(=O)N1CCN(c2ccccc2)CC1	.	.	8%	5%
CCCOc1ccc(CNC(=O)C2CCN(c3nn4c(=O)cc(C)nc4s3)CC2)cc1	-0.1%	6%[10.9 µM]	2%	-6%
O=C(COc1cc(=O)n2c(n1)SCCC2)c1ccccc1	5.5%	-15%	-5%	-6%
COc1ccc(CCNC(=O)c2ccc(Cn3c(=O)c4ccccc4n(Cc4ccccc4Cl)c3=O)cc2)cc1OC	2.2%	10%[10.9 µM]	5%	6%
CCCCn1c(=O)c2ccccc2c2ccccc2c1=O	-0.8%	5%	0%	12%
CCOC(=O)COc1ccc(S(=O)(=O)N2CCc3ccccc3C2)cc1	6.1%	6%	7%	7%
CCN(CC)C(=O)c1ccc(Nc2nnc(-c3ccc(C)c(S(=O)(=O)NC)c3)c3ccccc23)cc1	?	9%[10.9 µM]	-6%	18%
CCOc1ccc(NC(=O)CSC2=Nc3ccccc3C3=NC(CCC(=O)NCc4cccs4)C(=O)N23)cc1 (centres undefined)	?	-13%[10.9 µM]	-29%	-3%
CCCCc1ccc(NC(=O)c2cc3c(=O)n4ccccc4nc3s2)cc1	-2.4%	-3%[10.9 µM]	28%	1%
Cn1c(=O)c(C(=O)CN2CCCc3ccccc32)c(N)n(Cc2ccccc2)c1=O	?	-4%	-1%	15%
CCC(c1nnnn1Cc1ccco1)N(Cc1cc2cc(OC)ccc2[nH]c1=O)C1CCCCC1 (centres undefined)	?	-16%	4%	28%
Cc1noc(C)c1S(=O)(=O)Nc1ccc(C(=O)NCCc2ccccc2)cc1	-2.1%	-10%	-2%	-1%
Cc1ccccc1Cn1nc(C)c(NC(=O)c2noc3c2CCc2ccccc2-3)c1C	?	-25%	16%	17%
CCOc1ccccc1-n1nnc(-c2nc(-c3ccccc3C)no2)c1C	-2.0%	13%[10.9 µM]	-21%	-12%
CSc1ccc2nnc(-c3cccc(F)c3)n2n1	-1.2%	-7%	-15%	12%
CN(C)C(=O)c1c(NC(=O)c2ccccc2F)sc2c1CCCC2	?	-8%[10.9 µM]	-2%	1%
COc1cccc(CNC(=O)c2ccc3c(c2)nc2n3CCCCC2)c1OC	1.5%	-6%[10.9 µM]	-32%	?
Cc1ccccc1Cn1cc(NC(=O)c2noc3c2CC(C(C)(C)C)CC3)cn1 (centres undefined)	0.7%	-24%	-13%	-12%
N#Cc1ccccc1NC(=O)C(=O)NCC(c1cccnc1)N1CCN(c2ccccc2)CC1 (centres undefined)	?	-6%[10.9 µM]	?	-16%
C#CCCCO/N=C1/[C@H]2O[C@@H]2[C@@H](O)[C@H]2[C@H]1CCn1c(=O)n(C)c(=O)n12	.	.	-6%[9.22 µM]	1%[9.22 µM]
Cc1cccc(C)c1NC(=O)CSc1nnc(Cc2ccccc2)o1	.	.	5%	-5%
O=C(c1ccc2c(c1)OCO2)[C@@H]1[C@@H]2C(=O)N(C3CCCCC3)C(=O)[C@@H]2C2c3ccccc3C=CN21 (some centres undefined)	?	-12%	-1%	-5%
CCNC(=O)CC1SC(=Nc2cccc(Cl)c2C)N(C)C1=O (centres undefined)	0.9%	-9%	-11%	0%
O=C(NC1CCCCC1)c1ccc(Cc2nc3ccccc3[nH]2)cc1	.	.	-4%	-1%
CC(C)(CNS(=O)(=O)c1ccc(F)cc1)CNS(=O)(=O)c1ccc(F)cc1	3.2%	-15%	9%	7%
CC(C)(C)S(=O)(=O)c1ccc2nc3c(n2c1)CCCC3	-1.9%	2%	1%	-1%
CCOC(=O)COc1ccc(S(=O)(=O)Nc2ccc3c(c2)OCCO3)cc1	?	-9%	1%	-4%
COc1ccc(-c2nnc3c4ccccc4c(C)nn23)cc1S(=O)(=O)N1CCN(CCO)CC1	-8.2%	-12%	-7%	-4%
CC(C)c1ccc(CN(Cc2ccco2)c2cnc(S(C)(=O)=O)nc2C(=O)Nc2ccccc2)cc1	?	-12%[10.9 µM]	7%	10%
O=S(=O)(NCc1ccccc1Cl)c1ccc(-c2cnc(C3CC3)o2)cc1	?	4%[10.9 µM]	-30%	-8%
COc1cccc(NC(=O)CSc2nc3ccccc3n2C)c1	?	-8%[10.9 µM]	-5%	-2%
COC(=O)c1ccccc1NC(=O)c1cc(-c2cccs2)on1	6.4%	-20%	-11%	-3%
COc1ccc(-n2c(-c3ccc(Cl)cc3)cc3c2CC(C)(C)CC3=O)c(OC)c1	?	-14%[10.9 µM]	-7%	23%
COc1ccc(-c2nc3c(c(SCc4ccc(Br)cc4)n2)Cc2c(CO)cnc(C)c2O3)cc1	-0.7%	-11%[10.9 µM]	-15%	3%
O=C(CSc1ccc2nnc(-c3cccc(F)c3)n2n1)NCc1ccco1	-0.7%	-6%	-3%	6%
CCOC(=O)C1=C(C)NC(=O)NC1/C=C/c1ccccc1 (centres undefined)	-1.4%	-1%	-1%	1%
Cc1ccsc1CN(C(=O)c1oc2cc(Br)ccc2c1C)C1CCS(=O)(=O)C1 (centres undefined)	?	-6%[10.9 µM]	-5%	5%
N#Cc1c2n(c3c(=O)n(Cc4ccccc4Cl)cnc13)CCCCC2	1.0%	2%	2%	2%
CC1CCCC(C)N1C(=O)CSc1nnc(NC(=O)Cc2cccs2)s1 (centres undefined)	-0.5%	-1%	4%	8%
O=C(CCN1C(=O)c2ccccc2C1=O)Nn1cnnc1	0.5%	3%	2%	5%
O=C(OCC(COC(=O)c1ccccc1)(COC(=O)c1ccccc1)COC(=O)c1ccccc1)c1ccccc1	-1.0%	-4%	-4%	8%[1.84 µM]
Cc1ccccc1OC(=O)c1cc(-c2ccc3c(c2)OCCO3)on1	2.0%	-21%[10.9 µM]	?	?
COc1cc(OC)c(C(=O)NC2CC(C)(C)NC(C)(C)C2)cc1OC	1.1%	-1%	3%	-5%
O=C(NCCc1ccc(Cl)cc1)C1CCN(S(=O)(=O)c2ccc3[nH]ccc3c2)CC1	?	-11%[10.9 µM]	-12%	-10%
CCc1ccc(Cn2nnc3c(=O)[nH]c(C4CCCN(C(=O)c5cccc(Cl)c5)C4)nc32)cc1 (centres undefined)	1.6%	-11%[10.9 µM]	-16%	16%
CCC1CCCCN1CCCNC(=O)c1c(O)nc2c(C)cccn2c1=O (centres undefined)	-0.8%	-6%[10.9 µM]	7%	-1%
Cc1oc2c(CN3CCCC3)c(O)ccc2c(=O)c1-c1ccc(Br)cc1	0.1%	7%	7%	1%
Cc1csc2ncc(C(=O)N3CCc4ccccc43)c(=O)n12	1.2%	0%	0%	5%
CCOC(=O)c1cc2c(=O)n3ccccc3nc2n(Cc2ccccc2)c1=N	0.8%	-2%	-25%	-5%
Cn1c(=O)cc(SCC(=O)NCC2CCCO2)c2ccccc21 (centres undefined)	0.0%	0%	8%	-4%
O=C(CO/N=C/c1ccccc1)N1c2ccccc2Oc2ccccc21	.	.	-3%	2%
CC1CCCCC1NC(=O)c1nnc(Cc2ccc(Cl)cc2)o1 (centres undefined)	0.1%	-10%	-6%	-9%
CCn1c2ccccc2c2cc(NC(=O)Cc3ccc(S(=O)(=O)N4CCOCC4)s3)ccc21	0.8%	-23%	-15%	-2%
CC(=O)O[C@@H]1C[C@]2(C)[C@H](C[C@@H](O)[C@H]3[C@@]4(C)CC[C@@H](O)[C@@H](C)[C@@H]4CC[C@@]32C)/C1=C(\CCC=C(C)C)C(=O)O	-0.5%	.	4%	7%
CCCSCCCNC(=O)c1sc2nc(C)cc(C)c2c1-n1cccc1	0.6%	-13%[10.9 µM]	-7%	-9%
CC1CCN(Cc2c(O)ccc3c(=O)c(-c4ccc(Cl)cc4)c(C(F)(F)F)oc23)CC1	-1.3%	-9%[10.9 µM]	-6%	-3%
CCOc1ccc(CN(CCc2ccc3c(c2)OCO3)Cc2cc(OC)cc(OC)c2)cc1	?	-9%[10.9 µM]	-22%	-13%
O=C(OCc1cc2ccccc2[nH]c1=O)c1ccccn1	-1.8%	1%	-2%	3%

Given in CSV form: entries from further up.
Molecule,IkB signaling,Peg3 imprint,p53ts 39C kill,p53ts 32C tox
O=C(NCCc1ccc(Cl)cc1)C1CCN(S(=O)(=O)c2ccc3[nH]ccc3c2)CC1,?,-11%[10.9 µM],-12%,-10%
CCc1ccc(Cn2nnc3c(=O)[nH]c(C4CCCN(C(=O)c5cccc(Cl)c5)C4)nc32)cc1 (centres undefined),1.6%,-11%[10.9 µM],-16%,16%
CCC1CCCCN1CCCNC(=O)c1c(O)nc2c(C)cccn2c1=O (centres undefined),-0.8%,-6%[10.9 µM],7%,-1%
Cc1oc2c(CN3CCCC3)c(O)ccc2c(=O)c1-c1ccc(Br)cc1,0.1%,7%,7%,1%
Cc1csc2ncc(C(=O)N3CCc4ccccc43)c(=O)n12,1.2%,0%,0%,5%
CCOC(=O)c1cc2c(=O)n3ccccc3nc2n(Cc2ccccc2)c1=N,0.8%,-2%,-25%,-5%
Cn1c(=O)cc(SCC(=O)NCC2CCCO2)c2ccccc21 (centres undefined),0.0%,0%,8%,-4%
O=C(CO/N=C/c1ccccc1)N1c2ccccc2Oc2ccccc21,.,.,-3%,2%
CC1CCCCC1NC(=O)c1nnc(Cc2ccc(Cl)cc2)o1 (centres undefined),0.1%,-10%,-6%,-9%
CCn1c2ccccc2c2cc(NC(=O)Cc3ccc(S(=O)(=O)N4CCOCC4)s3)ccc21,0.8%,-23%,-15%,-2%
CC(=O)O[C@@H]1C[C@]2(C)[C@H](C[C@@H](O)[C@H]3[C@@]4(C)CC[C@@H](O)[C@@H](C)[C@@H]4CC[C@@]32C)/C1=C(\CCC=C(C)C)C(=O)O,-0.5%,.,4%,7%
CCCSCCCNC(=O)c1sc2nc(C)cc(C)c2c1-n1cccc1,0.6%,-13%[10.9 µM],-7%,-9%
CC1CCN(Cc2c(O)ccc3c(=O)c(-c4ccc(Cl)cc4)c(C(F)(F)F)oc23)CC1,-1.3%,-9%[10.9 µM],-6%,-3%
CCOc1ccc(CN(CCc2ccc3c(c2)OCO3)Cc2cc(OC)cc(OC)c2)cc1,?,-9%[10.9 µM],-22%,-13%
O=C(OCc1cc2ccccc2[nH]c1=O)c1ccccn1,-1.8%,1%,-2%,3%

The main list resumes with the two entries that preceded the break.
SMILES	IkB signaling	Peg3 imprint	p53ts 39C kill	p53ts 32C tox
CCOc1ccc(CN(CCc2ccc3c(c2)OCO3)Cc2cc(OC)cc(OC)c2)cc1	?	-9%[10.9 µM]	-22%	-13%
O=C(OCc1cc2ccccc2[nH]c1=O)c1ccccn1	-1.8%	1%	-2%	3%
CC(=O)N1CCN(c2ccc(NCc3ccc(F)cc3)cc2)CC1	-0.7%	-4%	-6%	-3%
Cc1noc(C)c1S(=O)(=O)N(CC(=O)NCc1ccccc1)c1ccc(C(C)C)cc1	?	-4%[10.9 µM]	10%	7%
CC(C(=O)NC1CCCc2ccccc21)N1CCN(Cc2ccc3c(c2)OCO3)CC1 (centres undefined)	0.4%	-2%	4%	-3%
CC1(NC(=O)N2CCCCC2)CCS(=O)(=O)C1 (centres undefined)	1.1%	-1%	-1%	-2%
CC1Cc2ccccc2N1C(=O)CSCC(=O)O (centres undefined)	-1.5%	3%	-5%	19%
COc1ccc(OC)c2c(C)cc(N3CCCN(C)CC3)nc12	0.5%	-6%	7%	-2%
COc1ccc(-n2c(Cc3cccn3C)nnc2SCC(=O)N2CCOCC2)cc1	2.8%	11%	18%	1%
O=C(O)CCCC(=O)NCCc1ccncc1	-0.9%	1%	-6%	6%
COc1ccc(-n2cnc3c(sc4nccc(N(C)C)c43)c2=O)cc1	-0.9%	?	-7%	-16%
CCNCC(=O)N1c2ccccc2CCc2ccc(NC(C)=O)cc21	.	.	-10%	-15%
CCOC(=O)c1c(NC(=O)CN2C(=O)NC3(CCC(CC)CC3)C2=O)sc(C)c1-c1ccc(C)cc1 (centres undefined)	.	.	18%	2%
Cc1cc(C(=O)O)c(CCCN)s1	0.3%	4%	6%	3%
CCS(=O)(=O)c1ncc(Cl)c(C(=O)NCc2ccc(OC)cc2)n1	?	-27%[10.9 µM]	?	?
COc1ccc(Nc2ncc(C(=O)N3CCN(c4ccccc4OC)CC3)c3ccccc23)cc1	?	15%[10.9 µM]	-10%	7%
Cc1ccc(Cl)cc1NC(=O)CCn1cnc2ccccc2c1=O	1.2%	15%[10.9 µM]	1%	-5%
